CXXC DNA block – inhibitors of human MLL CXXC domain-DNA interaction; Q03164; MLL-CXXC / FITC-HOXA9 DNA fluorescence polarization; Potency, µM (top dose mostly 115 µM), for inactives: at the top dose activity change, negative = inhibition, usual class: inhibitors; 290,000 compounds, 0.037% hits; active means well fitted inhibition curve with a large enough effect in the polarisation, with a control signal flat, not every such curve was filed as active; inconclusive means small, poorly fitted or top-dose-only effect, or effect the other way, or a change in a side signal; inactive means no such curve, though single readings can be large or run the other way; the % refers to the polarisation; further: potency means the concentration at half of the fitted maximal effect
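Steps: dispense CXXC domain solution (7 uM) → pin compounds or unlabeled HOX-A9 DNA control → 5 min ambient → add FLSN-HOX-A9 solution (50 nM) → spin → 30 min ambient → fluorescence polarization. Tris pH 7.5/NaCl/DTT/BSA buffer.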
MBNL1-CUG inh – blocks human MBNL1 binding to CUG repeat RNA; TR-FRET MBNL1-His/biotin-(CUG)12 binding, 665/545 ratio; Potency, µM (series often up to 57.5 µM), inactives show at the highest dose activity change, negative = inhibition, usual class: inhibitors; 280,000 compounds, 0.036% hits; AID 2675; active means well fitted inhibition curve with a large enough effect in the signal ratio, with a control signal flat, not every such curve was filed as active; inconclusive means small, poorly fitted or top-dose-only effect, or effect the other way, or a change in a side signal; inactive means no such curve, though single readings can be large or run the other way; the % refers to the signal ratio; further: potency means the concentration at half of the fitted maximal effect; on the % scale 0 is the no-effect control and ±100 the full control effect
Target sequence (Q9NR56 whole entry, looked up): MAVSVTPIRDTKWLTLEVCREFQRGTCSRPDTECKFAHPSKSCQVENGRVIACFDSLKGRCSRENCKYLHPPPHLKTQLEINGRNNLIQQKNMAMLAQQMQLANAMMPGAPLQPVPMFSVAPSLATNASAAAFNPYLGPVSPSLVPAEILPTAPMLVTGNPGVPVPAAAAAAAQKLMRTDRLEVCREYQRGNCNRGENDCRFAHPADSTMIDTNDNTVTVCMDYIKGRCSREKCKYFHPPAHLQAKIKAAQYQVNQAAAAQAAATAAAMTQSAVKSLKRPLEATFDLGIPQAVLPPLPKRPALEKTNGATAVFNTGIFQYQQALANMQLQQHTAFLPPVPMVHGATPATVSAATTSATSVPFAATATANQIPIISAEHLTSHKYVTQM
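TR-FRET between His-tagged MBNL1 and biotin-(CUG)12 RNA, detected with Tb anti-His antibody (0.055 ng/ul) and streptavidin-XL665 (5 nM), 60 min at room temperature. Compounds titrated 92 nM to 58 uM; 665/545 nm ratio normalized to buffer and complex controls.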
a7 integrin act – activates integrin-mediated alleviation for muscular dystrophy; 350,000 compounds, 0.064% hits; alpha7betagal myoblasts, beta-gal FDG fluorescence, 48 h; Potency, µM (doses to about 38.3 µM), for inactives: at the top dose activation, actives largely listed as activators;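 further: potency means the concentration at half of the fitted maximal effect; 100% = response of the positive control SU9516; nearly all actives have a fitted effect of over 60% in size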
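alpha7betagal+/- myoblasts (passage 13, 250/well) treated 48 h at 37C with compounds at 1:260 dilution of DMSO stock. Lysed, then beta-galactosidase activity read as FDG fluorescence (ex 480/em 540) after 30 min, with pre-read for autofluorescence.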
A-T KAP1 phos – potential ataxia-telangiectasia treatments restoring KAP-1 phosphorylation | […] A-T fibroblasts, KAP-1 phosphorylation AlphaLISA; neocarzinostatin DNA damage 30 min before lysis | Potency, µM (titrated, usually from 57.5 µM), for the others: top-dose activation, usual class: activators | 320,000 compounds, 0.19% hits; further: potency means the concentration at half of the fitted maximal effect; % of control where 0% means no effect; nearly all actives have a fitted effect of over 45% in size
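ATM-like activity read as KAP-1 phosphorylation via AlphaLISA donor/acceptor antibody pairs after lysis and 6 hr at 25C. Cells were ATM-null patient fibroblasts ([…], hTERT), dosed 60 min, then exposed to the DSB inducer NCS for 30 min.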
TRPV1 ag – agonists of human vanilloid receptor 1 (TRPV1); activation, % at 8.33 µM; TRPV1-expressing cells, Fluo-8 calcium influx, agonist mode; 320,000 compounds, 0.19% hits; in the data active means activation above about 80%; inconclusive means between about 30% and that limit; further: 0% is about no effect
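TRPV1-expressing cells were cultured overnight at 35.5C and loaded with Fluo-8 calcium dye for 40 to 90 min at room temperature. After a 10 s baseline, compound was added and calcium influx was read kinetically for 3 min (ex 480/em 520 nm).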
KCNH2 WT inh – KCNH2 (human, wildtype) channel inhibition | U2OS, BacMam KCNH2, thallium flux FluxOr; stronger effect = lower value | activity change, % at 1.84 µM | 340,000 compounds, 0.37% hits;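 active means maximum activity change below -70%; inconclusive means maximum activity change between -70% and -50%; inactive means maximum activity change above -50%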; further: on the % scale 0 is the no-effect control and ±100 the full control effect
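U2OS cells were transduced with wild-type KCNH2 virus (2.03 x 10^8 / mL) for 4 h at room temperature, then cultured overnight at 37 C. Thallium flux was read with FluxOr dye. Rate constants were normalized to DMSO controls.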
Coupling enz – counter-screen for Giardia aldolase inhibitors: coupling enzyme system. coupling enzyme system counterscreen, AmpLite Red fluorescence. activity change, negative = inhibition, % at 58.2 µM, hits read low. 290,000 compounds, 0.67% hits. AID 2472; in the data active means activity change below about -30%; further: on the % scale 0 is the no-effect control and ±100 the full control effect
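Compounds tested against the coupling enzymes alone at 57.5 uM final; readout was AmpLite Red fluorescence (525/598 nm) after 20 min at RT.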
GALK inh – blocks human galactokinase activity. P51570. Purified GALK, Kinase-Glo residual ATP luminescence. Potency, µM (top dose mostly 57.5 µM), for the others: top-dose activity change, negative = inhibition, most hits filed as inhibitors. 270,000 compounds, 0.007% hits; further: potency means the concentration at half of the fitted maximal effect; on the % scale 0 is the no-effect control and ±100 the full control effect
Target sequence (P51570 whole entry, looked up): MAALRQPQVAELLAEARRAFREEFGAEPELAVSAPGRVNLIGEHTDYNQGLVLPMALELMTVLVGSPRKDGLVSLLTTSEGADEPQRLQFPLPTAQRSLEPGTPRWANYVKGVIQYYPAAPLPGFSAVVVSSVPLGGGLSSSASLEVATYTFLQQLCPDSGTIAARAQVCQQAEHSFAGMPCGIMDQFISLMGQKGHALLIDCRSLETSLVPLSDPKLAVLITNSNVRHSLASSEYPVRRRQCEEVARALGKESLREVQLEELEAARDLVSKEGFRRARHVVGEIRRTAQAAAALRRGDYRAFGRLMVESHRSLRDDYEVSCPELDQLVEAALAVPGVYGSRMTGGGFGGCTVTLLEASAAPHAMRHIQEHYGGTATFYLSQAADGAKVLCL
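The enzyme phosphorylates galactose (100 uM) using ATP (35 uM); inhibition is detected as higher residual ATP, quantified by bioluminescence after 1 h reaction at room temperature, pH 8.0.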
S-ASM inh – human S-ASM enzyme inhibition; AID 504937; P17405; 340,000 compounds, 0.006% hits; Potency, µM (top dose mostly 57.5 µM), for inactives: top-dose activity change, negative = inhibition, most hits filed as inhibitors; placental ASM, HMU-PC fluorogenic substrate, 60 min; further: potency means the concentration at half of the fitted maximal effect
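Human placenta-derived ASM preincubated with compound 10 min at room temperature, then reacted with 9 uM (final) fluorogenic HMU-PC substrate for 60 min at 37 C. Stop solution raises pH to 10; fluorescence read at Ex 386/Em 447 nm.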
KCNH2 3.1 inh – inhibitors of human KCNH2 3.1 potassium channel isoform | U2OS KCNH2 3.1, thallium flux FluxOr; stronger effect = lower value | activity change, % (tested at about 1.8 µM) | 340,000 compounds, 0.95% hits;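 active means maximum activity change below -70%; inconclusive means maximum activity change from -70% to -50%; inactive means maximum activity change above -50%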;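 further: thallium influx rate constant from kinetic fluorescence after stimulation buffer; on the % scale 0 is the no-effect control and ±100 the full control effect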
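Virally transduced U2OS (3.1 isoform, 4 h infection in dark at RT) → overnight 37 C → FluxOr + Red40 in HBSS/HEPES, 45 min → stimulation buffer, 2 min kinetic read → rate constant vs DMSO controls.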
* = called active by the depositor; u = inconclusive; x = no result given; [ ] = remark or other dose. Unless noted, the call rests on the fitted dose curve; in most records, active means well fitted curve in the direction sought with a large enough effect; inconclusive means small, poorly fitted or top-dose-only effect, or another doubt; inactive means no such curve, though single readings can be large; an effect the other way counts as inactive or inconclusive.

SMILES	CXXC DNA block	MBNL1-CUG inh	a7 integrin act	A-T KAP1 phos	TRPV1 ag	KCNH2 WT inh	Coupling enz	GALK inh	S-ASM inh	KCNH2 3.1 inh
N#C/C(=C\c1cc(Cl)cc(Cl)c1O)C(=O)NC1CCCCC1	u	5%	9%	5%	0	-6	1	2%	6%	-10
Cc1ccc(C(=O)NC2CCCC(C)C2C)cc1S(=O)(=O)N1CCCCC1 (configuration not stated)	x	x	-31%	14%	u	-2	x	x	5%	-14
Cc1c(O)cc2n(c1=O)-c1ccccc1C2(C)C	-3%	10%	-6%	1%	-4	-8	2	-3%	-1%	-9
Cn1c(/N=C/c2ccccc2[N+](=O)[O-])nc2ccccc21	-2%	23%	-12%	1%	3	-2	-2	-2%	-1%	-7
COc1cccc(NC(=O)CN(C)C(=O)CSCC(=O)Nc2ccc(C)cc2)c1	x	x	0%	3%	-6	3	x	x	-2%	-4
CC(C)Sc1ccccc1C(=O)Nc1ccc2c(c1)n(C)c(=O)n2C	-10%	-5%	13%	-7%	-1	2	-3	-6%	3%	1
CC(C)(C)c1ccc(C(=O)NCC(=O)OCCN2C(=O)c3ccccc3C2=O)cc1	x	x	12%	0%	13	1	x	x	2%	-9
CCOC(=O)NCc1ccc2c(c1)OCO2	8%	3%	-17%	12%	-1	3	6	7%	-3%	1
CC(=O)c1ccc(NC(=O)c2ccc3snnc3c2)cc1	5%	12%	-12%	-1%	u	5	4	3%	0%	20
Clc1ccc(/C=N/Nc2ncnc3ccccc23)cc1Cl	14%	4%	9%	-6%	u	-2	-3	3%	-27%	1
COc1ccc(NC(=S)NC(=O)Cc2ccccc2)cc1	-2%	6%	13%	-11%	u	6	-1	-2%	-7%	8
CCc1cc2cccc(C)c2nc1SCC(=O)NNC(=O)c1ccco1	0%	u	1%	5%	0	11	5	-2%	-5%	3
O=c1cc(CN2CCN(c3cccc(Cl)c3)CC2)c2cc3c(cc2o1)CCCC3	17%	2%	22%	5%	-5	5	0	-2%	-5%	8
NC(=O)c1cc(C(=O)c2cccc(Cl)c2Cl)c[nH]1	-1%	-3%	u	3%	0	-5	-2	-2%	-1%	-2
Cc1cccc(C)c1NC(=O)c1c(O)c2ccccc2[nH]c1=O	-2%	-7%	-8%	-6%	13	0	-4	4%	-3%	1
Cc1ccc(CNC(=O)Cn2cccc2C(=O)c2ccccc2C)cc1	-3%	11%	21%	1%	u	-8	1	1%	0%	0
CCCCN(C(=S)Nc1ccccc1)C1CCS(=O)(=O)C1 (configuration not stated)	-3%	-9%	-14%	3%	1	-3	0	-1%	0%	3
COc1ccccc1-n1c(C)nnc1SCC(=O)Nc1cccc(C(C)=O)c1	8%	u	8%[7.66 µM]	6%	-2	-4	-1	0%	5%	10
CC(C)(C)C(=O)NNC(=O)CCCOc1ccc(Cl)cc1Cl	-7%	-5%	-2%	1%	8	-16	3	3%	1%	0
CCc1cc2c(NC(Cc3ccccc3)C(=O)O)ncnc2s1 (configuration not stated)	-5%	-4%	16%	-6%	2	-11	9	-1%	0%	3
NC(=S)Cc1nc(-c2ccccc2)cs1	-9%	x	-16%	2%	13	3	0	-2%	4%	6
CCc1ccc(C2=NN(CCC(=O)NC3CCCCCC3)C(=O)CC2)cc1	5%	1%	12%	10%	11	11	x	-5%	0%	-29
CCc1ccc(NC(=O)CN2CCc3ccccc3C2)cc1	-4%	1%	1%	-5%	22	2	0	0%	1%	-4
C=CCOc1c(Br)cc(/C=C2\SC(=Nc3ccccc3)NC2=O)cc1OC	-12%	-2%	-30%	-2%	0	-6	2	0%	-14%	21
COc1ccccc1/C=N/NC(=O)c1[nH]c(C)c(C(=O)N/N=C/c2ccccc2OC)c1C	-3%	0%	1%	x	-8	-7	1	x	-3%	2
CCOC(=O)C1CN(S(=O)(=O)c2ccc(F)cc2)C1	8%	3%	18%	0%	-1	-10	3	1%	0%	-2
CCN(CC(=O)NCc1ccc(Cl)cc1)C(=O)COc1cccc(C(F)(F)F)c1	x	x	-41%	-2%	u	5	x	x	2%	-15
Cc1cccc(C)c1OCCN1C(=O)NC(C)(c2ccccc2)C1=O (configuration not stated)	1%	-1%	133%	0%	10	-9	1	9%	-2%	-17
CCc1cc2c(=O)c(-c3cnn(-c4ccccc4)c3)c(C)oc2c(CN2CCCCC2)c1O	10%	-10%	-28%	6%	9	-2	2	-5%	60%[activator]	-7
CCc1ccc(CN2CCCC(CNC(=O)c3cc(OC)cc(OC)c3)C2)cc1 (configuration not stated)	12%	-6%	-49%[inhibitor]	9%	0	0	0	7%	0%	-3
CCc1ccc(C(C(=O)NC2CCCC2)N(Cc2cccnc2)C(=O)c2csnn2)cc1 (configuration not stated)	0%	-2%	-23%	3%	-2	-6	0	4%	1%	-32
COc1ccc2c(c1)[nH]c1c(=O)n(/N=C/c3ccc(OC)c(COc4ccccn4)c3)cnc12	-4%	11%	-24%	1%	2	0	-4	0%	-3%	0
CCOC(=O)c1oc2ccc(CNCCO)c(Cl)c2c1C	-20%	-5%	13%	3%	1	-9	-2	0%	4%	-1
COc1cccc(N2CC(=O)N(c3cccc(OC)c3)CC2=O)c1	1%	3%	2%	-2%	0	-4	2	7%	5%	29
C[C@H](NC(=O)c1ccc(Cl)cc1)C(=O)NCCc1ccc(S(N)(=O)=O)cc1	-3%	1%	0%	1%	0	3	-1	5%	0%	-15
CCCCC/C=C\C[C@H](O)/C=C/c1cccc(C[C@H](O)CCCCO)n1	2%	12%	x	-4%	8	1	-1	4%	1%	7
Cc1cccc(-c2nn(-c3ccccc3)cc2C(=O)N(C)CC(=O)Nc2ccc(N3CCOCC3)cc2)c1	x	x	9%	3%	14	0	x	x	3%	-4
Cc1ccc(CN(Cc2ccccn2)C(=O)Nc2ccc(C)c(C)c2)cc1	u	-4%	-14%	23%	u	2	0	x	-1%	-21
O=C(Cn1nnc(-c2ccc(Cl)cc2)n1)NC1CC2CCC1C2 (configuration not stated)	-4%	19%	-5%	9%	23	-10	2	-6%	0%	x
CCOC(=O)c1cnc2nc(NCc3ccc(OCc4ccccc4)cc3)[nH]n2c1=O	9%	-3%	11%	-3%	-3	-20	6	0%	-1%	-30
CCCCCCC1CC(C)(/C(C)=N/NC(N)=O)OC1=O (configuration not stated)	2%	6%	4%	1%	-5	22	x	-1%	-2%	11
CCCCc1nnc(NC(=O)c2ccc3c(=O)n4c(nc3c2)CCC4)s1	x	x	-18%	0%	1	2	x	x	-2%	-4
CC(=O)NC(=S)Nc1ccc(NC(=O)c2cccs2)cc1	-2%	-6%	25%	11%	8	-1	-4	-3%	1%	-6
CC(C)N(CC#CCC(O)(c1ccccc1)c1ccccc1)C(C)C	-4%	-12%	-1%	2%	5	13	1	0%	0%	5
CCCN1CCC2(CC1)NC(C(=O)O)Cc1c2[nH]c2ccccc12 (configuration not stated)	u	11%	9%	5%	-8	-5	0	-6%	-1%	0
CCOc1ccc(NC(=O)c2ccc3c(SCC(=O)O)c4c(nc3c2)CCCC4)cc1	4%	8%	-21%	-5%	4	2	9	-3%	-6%	0
Cn1nnnc1SCC(=O)Nc1ccc(Cl)cn1	-4%	7%	-18%	1%	0	-1	x	0%	4%	1
Cc1cc(-c2csc(NC(=O)c3ccc(=O)n(C)n3)n2)c(C)n1CC1CCCO1 (configuration not stated)	-9%	6%	7%	-1%	5	-1	-6	-2%	-6%	-5
Cc1cc(C)n(CCOc2nonc2N)n1	-2%	6%	-1%	3%	4	1	-6	-1%	-1%	3
CCOC(=O)C1(Cc2cccc(Cl)c2)CCCN(C(=O)c2cnn(CC)c2)C1 (configuration not stated)	5%	-9%	-12%	2%	29	0	2	-2%	2%	-1
C[C@H]1CN(S(=O)C(C)(C)C)[C@H](CCO)/C1=C\c1ccccc1 (some centres not stated)	x	x	13%	x	x	7	x	x	4%	6
